HTR5A inv ag: inverse agonist of human HTR5A in OPRM1-OPRD1 counter-screen; P47898; HTR5A cell line, luminescence, inverse agonism; inhibition, % at 9.3 µM; actives 0.083% (n = 340,000); in the data active = inhibition mostly above about 23%, no sharp cut-off; inactive = mostly below about 18%;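 also: 0% = cells with DMSO and 100% = no-cell wells with DMSO; some compounds called inactive have numbers as strong as hits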
DAGLB inh: blocks human DAGLB lipase activity | actives 0.059% (n = 340,000) | inhibition, % at 5.17 µM | HEK293T DAGLB membrane lysate, EnzChek fluorogenic substrate | Q8NCG7; in the data active = inhibition above about 34%;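 also: 0% = enzyme with vehicle and 100% = wells lacking enzyme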
PKA-R2B activ: PKA-R2B complex activation; P22694+P31323; PKA-R2B holoenzyme dissociation, Cy5-IP20 fluorescence polarization; R2B truncated from residue 108, S112A mutant; 0% DMSO only, 100% 113 µM cGMP; activation, % at 11.4 µM; actives 0.079% (n = 340,000); AID 504700;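 active = activation above a cutoff set at the mean over all compounds plus 3 SD, cut at about 18% in these data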;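 also: higher means more holoenzyme dissociation and a rise in polarization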
MOR-DOR ag: OPRM1-OPRD1 heterodimerization agonism; activation, % at 9.3 µM; actives 0.3% (n = 340,000); cells, luminescence; P35372+P41143; in the data active = activation above about 18%;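 also: 0% = vehicle-treated cells and 100% = reference agonist; values of inactives mirror those of a sister screen read the other way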
Target sequence (P35372 whole entry, looked up): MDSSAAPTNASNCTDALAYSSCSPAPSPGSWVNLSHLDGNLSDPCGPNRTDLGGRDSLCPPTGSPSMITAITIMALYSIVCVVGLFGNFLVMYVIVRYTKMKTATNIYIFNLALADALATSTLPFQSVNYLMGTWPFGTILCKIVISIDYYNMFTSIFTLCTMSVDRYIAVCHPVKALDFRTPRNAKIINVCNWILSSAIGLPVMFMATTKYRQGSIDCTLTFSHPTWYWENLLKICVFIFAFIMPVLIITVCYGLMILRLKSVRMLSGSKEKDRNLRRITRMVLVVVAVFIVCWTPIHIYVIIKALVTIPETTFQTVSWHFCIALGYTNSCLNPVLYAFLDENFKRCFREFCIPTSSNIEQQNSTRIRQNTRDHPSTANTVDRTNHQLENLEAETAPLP
Target sequence (P41143 whole entry, looked up): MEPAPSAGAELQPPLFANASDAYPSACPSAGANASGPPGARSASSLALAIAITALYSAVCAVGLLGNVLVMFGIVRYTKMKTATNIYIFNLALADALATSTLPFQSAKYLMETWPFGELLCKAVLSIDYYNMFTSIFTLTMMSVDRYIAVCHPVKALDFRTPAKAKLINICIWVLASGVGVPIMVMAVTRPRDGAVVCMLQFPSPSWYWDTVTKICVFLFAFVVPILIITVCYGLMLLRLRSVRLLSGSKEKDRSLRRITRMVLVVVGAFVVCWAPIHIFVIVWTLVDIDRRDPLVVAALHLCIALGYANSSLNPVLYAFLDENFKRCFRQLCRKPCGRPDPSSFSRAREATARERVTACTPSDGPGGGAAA
OPRM1-OPRD1 inv: inverse agonist of human OPRM1-OPRD1 heterodimerization; cell-based MOR-DOR heterodimer luminescence, inverse agonism; AID 504357; inhibition, % at 9.3 µM; P35372+P41143; actives 0.21% (n = 340,000); in the data active = inhibition above about 22%, passing the limit was not always enough;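 also: 0% = cells with DMSO and 100% = wells without cells with DMSO; values of inactives mirror those of a sister screen read the other way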
HTR5A ag ctr: counter-screen for OPRM1-OPRD1 agonists: human HTR5A agonism | activation, % at 9.3 µM | actives 0.61% (n = 340,000) | HTR5A agonist assay, luminescence, cell-based; in the data active = activation mostly above about 9.5%, no sharp cut-off; inactive = mostly below about 7.6%;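 also: 0% = cells with vehicle only and 100% = reference agonist; strong numbers were not always called active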
PKA-R1A activ: activators of PKA-R1A complex. P00514+P68181. PKA-R1A dissociation, Cy5-IP20 fluorescence polarization; scaled: DMSO 0%, 113 µM cGMP 100%. activation, % at 11.4 µM. actives 0.083% (n = 340,000);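 active = percent activation above the mean of all tested compounds plus 3 SD, cut at about 19% in these data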;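 also: higher means more PKAc released from R1A so a rise in polarization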
DSG3 Ab inh: blocks pemphigus antibody binding to human desmoglein-3 | actives 0.48% (n = 310,000) | binding (percent of control), % at 10 µM | DSG3-coupled beads, scFv-anti-DSG3-GFP binding, flow cytometry; hits give low values | AID 588358;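 active = binding more than 3 SD below its plate's average and above zero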;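 also: hits lower antibody fragment binding to DSG3; some compounds called inactive have numbers as strong as hits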
V-ATPase pHluor: alters yeast V-ATPase proton transport | response, % at 10 µM | AID 504577 | S. cerevisiae, pHLuorin cytosolic pH fluorescence | actives 0.37% (n = 350,000); in the data active = response mostly above about 7.3%, no sharp cut-off; inactive = mostly below about 5.4%; also: actives read high; inactives centre near 0; some compounds called inactive have numbers as strong as hits; reference of the scale not given here
Arrestin-AP2 inh: blocks beta-arrestin peptide binding to AP2 adaptin; AID 504490; FITC-arrestin peptide / GST-AP2 beads, flow cytometry; AP2 beta2 appendage carries R879A mutation; inhibition, % at 10 µM; actives 0.31% (n = 340,000);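 active = inhibition above a set limit, near 3 SD of compounds lacking own fluorescence, cut at about 54% in these data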;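 also: plate controls were DMSO wells for no effect and 5 µM unlabelled arrestin peptide for full effect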
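System: GST-AP2 R879A glutathione beads | Also added: FITC-arrestin peptide, 50 nM | Times: 12 min plus 1 h, RT | Signal: Bead flow cytometry, FITC channel | Buffer or medium: PBS with 0.05% Tween 20 and 0.1% BSA | Read-out basis: Percent drop in bead-associated FITC signal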
* hit, by the source's call.

Results for CCOC(=O)c1nnn(-c2nonc2OC)c1-c1ccccc1 ?
HTR5A inv ag: -1; DAGLB inh: 2; PKA-R2B activ: 14; MOR-DOR ag: -0.3; OPRM1-OPRD1 inv: 1; HTR5A ag ctr: 0; PKA-R1A activ: 3; DSG3 Ab inh: 102; V-ATPase pHluor: -3; Arrestin-AP2 inh: 11

What do the screens show for `O=C(COc1ccc(F)cc1Cl)N(Cc1nnc(-c2ccccc2Cl)o1)C1CC1`?
HTR5A inv ag: -17; DAGLB inh: -6; PKA-R2B activ: -1; MOR-DOR ag: 1.3; OPRM1-OPRD1 inv: -7; HTR5A ag ctr: 5; PKA-R1A activ: -11; V-ATPase pHluor: 1; Arrestin-AP2 inh: 4

What do the screens show for `Cc1ccc(OCC(=O)N2CCCCC2C)c([N+](=O)[O-])n1` (configuration not stated)?
HTR5A inv ag: -9; DAGLB inh: -3; PKA-R2B activ: -4; MOR-DOR ag: 2.9; OPRM1-OPRD1 inv: -12; HTR5A ag ctr: 2; PKA-R1A activ: 5; DSG3 Ab inh: 102; V-ATPase pHluor: -1; Arrestin-AP2 inh: 9

Results for CCN(C(=O)CN1CCN(C)CC1)c1cccc2ccccc12 ?
HTR5A inv ag: -1; DAGLB inh: 1; PKA-R2B activ: 4; MOR-DOR ag: -1.7; OPRM1-OPRD1 inv: 10; HTR5A ag ctr: 0; PKA-R1A activ: -8; DSG3 Ab inh: 106; V-ATPase pHluor: 1; Arrestin-AP2 inh: -8

What do the screens show for `COc1cc(/C=N/Nc2cccc(C)c2)cc(Br)c1O`?
HTR5A inv ag: -18; DAGLB inh: -1; PKA-R2B activ: -11; MOR-DOR ag: -3.2; OPRM1-OPRD1 inv: 15; HTR5A ag ctr: 1; PKA-R1A activ: 3; DSG3 Ab inh: 89; V-ATPase pHluor: 1; Arrestin-AP2 inh: 3

Results for Cc1cc([N+](=O)[O-])nn1CC(=O)c1ccccc1 ?
HTR5A inv ag: 7; DAGLB inh: -1; PKA-R2B activ: -2; MOR-DOR ag: -3.1; OPRM1-OPRD1 inv: 16; HTR5A ag ctr: 1; PKA-R1A activ: -8; DSG3 Ab inh: 90; V-ATPase pHluor: -2; Arrestin-AP2 inh: -12

How did CCOc1ccc(NC(=O)C2CCCN(S(=O)(=O)c3ccc(-n4cnnn4)cc3)C2)cc1 (configuration not stated) do in these assays?
HTR5A inv ag: 2; DAGLB inh: 3; PKA-R2B activ: 4; MOR-DOR ag: 1.1; OPRM1-OPRD1 inv: -7; HTR5A ag ctr: -1; PKA-R1A activ: 2; V-ATPase pHluor: 2; Arrestin-AP2 inh: 20

How did CCOC(=O)C1CCN(C(=O)Cn2cnc3sc(C)c(S(=O)(=O)N4CCOCC4)c3c2=O)CC1 do in these assays?
HTR5A inv ag: -18; DAGLB inh: 0; PKA-R2B activ: -9; MOR-DOR ag: -3.0; OPRM1-OPRD1 inv: 19; HTR5A ag ctr: -2; PKA-R1A activ: 9; V-ATPase pHluor: -1; Arrestin-AP2 inh: -4

How did CCc1nnc(NC(=O)CSc2nnc(CNc3ccc(OC)cc3)n2CC)s1 do in these assays?
HTR5A inv ag: 11; DAGLB inh: 1; PKA-R2B activ: -10; MOR-DOR ag: -2.5; OPRM1-OPRD1 inv: 12; HTR5A ag ctr: -4; PKA-R1A activ: -16; DSG3 Ab inh: 97; V-ATPase pHluor: -2; Arrestin-AP2 inh: 5

What do the screens show for `CC(=O)Nc1cccc(Oc2cc(C#N)c(C#N)cc2N2CCOCC2)c1`?
HTR5A inv ag: -29; DAGLB inh: 3; PKA-R2B activ: 1; MOR-DOR ag: -2.5; OPRM1-OPRD1 inv: 14; HTR5A ag ctr: 1; PKA-R1A activ: -3; DSG3 Ab inh: 64; V-ATPase pHluor: -9; Arrestin-AP2 inh: 6

What do the screens show for `C=CCn1c(O)c(N=NC(=O)c2cccnc2)c2cc(Br)ccc21`?
HTR5A inv ag: -15; DAGLB inh: 1; PKA-R2B activ: 7; MOR-DOR ag: -2.0; OPRM1-OPRD1 inv: 10; HTR5A ag ctr: 5; PKA-R1A activ: -3; DSG3 Ab inh: 97; V-ATPase pHluor: -9; Arrestin-AP2 inh: 14

How did O=C(N/N=C/c1cc(Br)cs1)C(O)c1ccccc1 (configuration not stated) do in these assays?
HTR5A inv ag: 3; DAGLB inh: 2; PKA-R2B activ: -4; MOR-DOR ag: 1.3; OPRM1-OPRD1 inv: -7; HTR5A ag ctr: -1; PKA-R1A activ: 5; DSG3 Ab inh: 117; V-ATPase pHluor: 0; Arrestin-AP2 inh: 47

How did O=C(CSc1nccc(=O)[nH]1)NCc1ccc(Cl)cc1 do in these assays?
HTR5A inv ag: -17; DAGLB inh: -1; PKA-R2B activ: -2; MOR-DOR ag: 2.6; OPRM1-OPRD1 inv: -14; HTR5A ag ctr: 8; PKA-R1A activ: -13; DSG3 Ab inh: 104; V-ATPase pHluor: 5; Arrestin-AP2 inh: 1

What do the screens show for `O=S(=O)(c1ccccc1F)N1CCc2ccccc2C1`?
HTR5A inv ag: -7; DAGLB inh: -4; PKA-R2B activ: 7; MOR-DOR ag: 4.7; OPRM1-OPRD1 inv: -22; HTR5A ag ctr: 2; PKA-R1A activ: -6; DSG3 Ab inh: 97; V-ATPase pHluor: -1; Arrestin-AP2 inh: -4

What do the screens show for `CC(C)OCCCNc1nc(-c2ccccc2)nc2ccccc12`?
HTR5A inv ag: -3; DAGLB inh: -7; PKA-R2B activ: -4; MOR-DOR ag: 6.0; OPRM1-OPRD1 inv: -29; HTR5A ag ctr: 1; PKA-R1A activ: 1; DSG3 Ab inh: 98; V-ATPase pHluor: 3; Arrestin-AP2 inh: 28

What do the screens show for `CC(=O)c1ccc(N2CCN(C(=O)CCC(=O)Nc3ccc4nc(N5CCN(C)CC5)cc(C)c4c3)CC2)cc1`?
HTR5A inv ag: -41; DAGLB inh: 0; PKA-R2B activ: 4; MOR-DOR ag: 1.2; OPRM1-OPRD1 inv: -7; HTR5A ag ctr: 6; PKA-R1A activ: 13; V-ATPase pHluor: -2; Arrestin-AP2 inh: -12

What do the screens show for `CC(C)(C)CC(=O)Nc1nnc(SCC(=O)Nc2ccccc2F)s1`?
HTR5A inv ag: 13; DAGLB inh: -3; PKA-R2B activ: 2; MOR-DOR ag: 0.7; OPRM1-OPRD1 inv: -3; HTR5A ag ctr: -4; PKA-R1A activ: -6; DSG3 Ab inh: 98; V-ATPase pHluor: -2; Arrestin-AP2 inh: -6

What do the screens show for `COc1ccc(CN2CCC(=O)N([C@H](CO)Cc3ccccc3)CC2)cc1OC`?
HTR5A inv ag: 23; DAGLB inh: -1; PKA-R2B activ: -13; MOR-DOR ag: -0.8; OPRM1-OPRD1 inv: 4; HTR5A ag ctr: -9; PKA-R1A activ: -4; DSG3 Ab inh: 106; V-ATPase pHluor: -1; Arrestin-AP2 inh: 6

Results for O=C(Nc1ccccc1C(=O)Nc1ccc2c(c1)OCO2)c1ccco1 ?
HTR5A inv ag: -42; DAGLB inh: 2; PKA-R2B activ: -11; MOR-DOR ag: 4.0; OPRM1-OPRD1 inv: -23; HTR5A ag ctr: 4; PKA-R1A activ: 3; V-ATPase pHluor: -5; Arrestin-AP2 inh: 5

How did O=C(NCCc1ccccc1)c1cc(=O)c2ccccc2o1 do in these assays?
HTR5A inv ag: -2; DAGLB inh: 2; PKA-R2B activ: -6; MOR-DOR ag: -3.7; OPRM1-OPRD1 inv: 17; HTR5A ag ctr: -3; PKA-R1A activ: 4; DSG3 Ab inh: 111; V-ATPase pHluor: 0; Arrestin-AP2 inh: 20

What do the screens show for `O=C(NCC(c1ccco1)N1CCc2ccccc2C1)c1ccccc1` (configuration not stated)?
HTR5A inv ag: -5; DAGLB inh: -5; PKA-R2B activ: 2; MOR-DOR ag: -1.3; OPRM1-OPRD1 inv: 9; HTR5A ag ctr: -2; PKA-R1A activ: 4; DSG3 Ab inh: 92; V-ATPase pHluor: -4; Arrestin-AP2 inh: 3

How did Cc1cc2nc(-c3cccc(NC(=O)c4ccc(Br)o4)c3C)oc2cc1C do in these assays?
HTR5A inv ag: -37; DAGLB inh: -10; PKA-R2B activ: -11; MOR-DOR ag: 0.3; OPRM1-OPRD1 inv: -1; HTR5A ag ctr: 0; PKA-R1A activ: 4; DSG3 Ab inh: 123; V-ATPase pHluor: -1; Arrestin-AP2 inh: -7

How did CCOC(=O)N1CCN(C(=O)CS(=O)(=O)Cc2nc(-c3ccccc3C)oc2C)CC1 do in these assays?
HTR5A inv ag: -1; DAGLB inh: -2; PKA-R2B activ: 3; MOR-DOR ag: -2.4; OPRM1-OPRD1 inv: 14; HTR5A ag ctr: -5; PKA-R1A activ: 0; DSG3 Ab inh: 104; V-ATPase pHluor: 4; Arrestin-AP2 inh: 15

Results for O=C(NNC(=O)C1CCCO1)c1ccc(Br)cc1 (configuration not stated) ?
HTR5A inv ag: 8; DAGLB inh: -3; PKA-R2B activ: 9; MOR-DOR ag: -2.7; OPRM1-OPRD1 inv: 16; HTR5A ag ctr: -3; PKA-R1A activ: -4; DSG3 Ab inh: 106; V-ATPase pHluor: -1; Arrestin-AP2 inh: -1

How did C=CCNC(=O)/C(C#N)=C/c1c(C)nn(-c2ccc(Cl)cc2)c1Cl do in these assays?
HTR5A inv ag: 2; DAGLB inh: -1; PKA-R2B activ: -7; MOR-DOR ag: 2.6; OPRM1-OPRD1 inv: -19; HTR5A ag ctr: 7; PKA-R1A activ: 0; DSG3 Ab inh: 111; V-ATPase pHluor: 1; Arrestin-AP2 inh: 12

A section from the list above, as a working copy:
How did O=C(CSc1nccc(=O)[nH]1)NCc1ccc(Cl)cc1 do in these assays?
HTR5A inv ag: -17; DAGLB inh: -1; PKA-R2B activ: -2; MOR-DOR ag: 2.6; OPRM1-OPRD1 inv: -14; HTR5A ag ctr: 8; PKA-R1A activ: -13; DSG3 Ab inh: 104; V-ATPase pHluor: 5; Arrestin-AP2 inh: 1

What do the screens show for `O=S(=O)(c1ccccc1F)N1CCc2ccccc2C1`?
HTR5A inv ag: -7; DAGLB inh: -4; PKA-R2B activ: 7; MOR-DOR ag: 4.7; OPRM1-OPRD1 inv: -22; HTR5A ag ctr: 2; PKA-R1A activ: -6; DSG3 Ab inh: 97; V-ATPase pHluor: -1; Arrestin-AP2 inh: -4

Screening data: PubChem, several laboratories
